Compound activity (PubChem)
BH1578 lux ind = inducers of Vibrio cholerae quorum light production without autoinducers, primary screen, BH1578 luxS cqsA deficient, single point; V. cholerae BH1578 lux reporter, luminescence, 6 h; activation, % at 18.7 µM; hit rate 0.16% among 350,000; AID 588436, 2011; in the data active = activation mostly above about 9.7%, no sharp cut-off; also: not every result past the cut was called active; inactives centre near 0; reference of the scale not given here
SSB-PriA inh = inhibitors of Klebsiella pneumoniae PriA binding to SSB C-terminal tail, primary screen, biochemical, AlphaScreen; AlphaScreen SSBct-PriA binding, biotinylated peptide; inhibition, % at 33 µM; hit rate 0.6% among 430,000; in the data active = inhibition mostly above about 37%, no sharp cut-off; inactive = mostly below about 20%;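 also: plate controls were negative control peptide for no effect and reference peptide for full effect; strong numbers were not always called active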
Rv3671c inh = Rv3671c serine protease inhibitors, primary screen, biochemical, fluorescence polarization, M. tuberculosis H37Rv; inhibition, % at 5.96 µM; hit rate 0.048% among 320,000; P9WHR9; in the data active = inhibition above about 38%;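 also: extracellular domain of Rv3671c used as enzyme; 0% = enzyme with DMSO and 100% = no enzyme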
Target sequence (P9WHR9 whole entry, looked up, the tested form may be a part): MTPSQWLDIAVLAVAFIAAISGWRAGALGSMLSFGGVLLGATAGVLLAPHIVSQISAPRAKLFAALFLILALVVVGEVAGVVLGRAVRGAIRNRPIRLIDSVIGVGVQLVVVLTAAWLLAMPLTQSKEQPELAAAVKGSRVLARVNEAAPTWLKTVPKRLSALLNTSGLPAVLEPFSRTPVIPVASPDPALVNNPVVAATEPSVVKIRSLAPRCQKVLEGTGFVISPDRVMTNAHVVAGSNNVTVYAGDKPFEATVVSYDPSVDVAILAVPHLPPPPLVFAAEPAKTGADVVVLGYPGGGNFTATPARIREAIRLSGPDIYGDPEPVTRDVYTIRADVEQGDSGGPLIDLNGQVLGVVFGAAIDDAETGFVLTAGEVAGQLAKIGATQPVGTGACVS
PfHsp40 yeast = rescue of yeast from PfHsp40 toxicity, primary screen, S. cerevisiae, ATP luminescence; S. cerevisiae expressing PfHsp40, growth rescue; growth rescue, % at 12.5 µM; hit rate 0.68% among 340,000; in the data active = growth rescue above about 28%, passing the limit was not always enough;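 also: yeast W303a lacking pdr1 and pdr3 grown in galactose medium; growth measured after three days at 30 °C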
Anthrax LF inh2 = Bacillus anthracis LF protease inhibitors, primary screen, biochemical, multiplex microsphere, MLPCN library; multiplex microsphere protease cleavage assay; hit rate 0.12% among 360,000; inhibition, % at 10 µM; Lethal factor (Bacillus anthracis), P15917; in the data active = inhibition above about 30%; also: plate controls were buffer without enzyme for full effect and enzyme alone for no effect
DUSP3 inh = VHR1 phosphatase inhibitors, primary screen, biochemical, absorbance, uHTS; Dual specificity protein phosphatase 3 (Homo sapiens), P51452; recombinant VHR phosphatase, pNPP absorbance; inhibition, % at 13.3 µM; hit rate 0.52% among 290,000; AID 1654, 2009; in the data active = inhibition above about 50%; also: some compounds called inactive have numbers as strong as hits
Target sequence (P51452 whole entry, looked up): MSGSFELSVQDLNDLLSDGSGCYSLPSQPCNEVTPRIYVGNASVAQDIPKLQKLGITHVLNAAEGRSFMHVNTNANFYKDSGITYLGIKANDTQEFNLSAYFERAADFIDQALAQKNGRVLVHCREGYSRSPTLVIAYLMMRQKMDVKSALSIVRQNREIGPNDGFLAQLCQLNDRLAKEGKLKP
TcdB GH inh = TcdB glycohydrolase inhibitors, primary screen, biochemical, single point, plate reader | Toxin B (Clostridioides difficile), P18177 | TcdB glycohydrolase enzymatic assay | inhibition, % at 9.99 µM | hit rate 0.24% among 350,000; in the data active = inhibition above about 10%
Yp Topo-I inh = Yersinia pestis topoisomerase I inhibitors, primary screen, biochemical, cleavage product accumulation, plate reader, single point | DNA topoisomerase I (Yersinia pestis CO92) | Y. pestis Topo-I cleavage product accumulation | activity, % at 10 µM | hit rate 0.064% among 360,000; in the data active = activity above about 50%, passing the limit was not always enough; also: inactives centre near 2
MazF activator = activators of E. coli MazEF toxin-antitoxin RNase, primary screen, biochemical, fluorescence, uHTS. Endoribonuclease toxin MazF (Escherichia coli (strain K12)), P0AE70. FAM/BHQ RNA-DNA oligo cleavage fluorescence, 5 h. activation, % at 20 µM. hit rate 0.32% among 350,000. AID 504720, 2011; in the data active = activation above about 50%
Target sequence (P0AE70 whole entry, looked up): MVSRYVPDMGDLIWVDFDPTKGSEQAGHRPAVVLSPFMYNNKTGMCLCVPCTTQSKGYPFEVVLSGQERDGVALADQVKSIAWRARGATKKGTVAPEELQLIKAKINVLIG
3CLpro inhibitor = SARS-CoV 3CLpro protease inhibitors, primary screen, biochemical, quenched FRET | recombinant SARS-CoV 3CLpro, quenched FRET peptide cleavage | inhibition, % at 6 µM | hit rate 0.14% among 290,000; in the data active = inhibition above about 12%
* marks the source's active call; other numbers are inactive results; i = inactive; / = not tested or not shown; & = joins results of further samples. A portion of the library, so the mix of outcomes need not match the whole.

SMILES | BH1578 lux ind | SSB-PriA inh | Rv3671c inh | PfHsp40 yeast | Anthrax LF inh2 | DUSP3 inh | TcdB GH inh | Yp Topo-I inh | MazF activator | 3CLpro inhibitor
FC(F)(F)c1cc(-c2cccs2)nc2nc(N3CCOCC3)sc12 | -0.3 | -10 | -3 | -1.9 | 6 | 5 | 2.6 | 5 | 9 | 3
Cc1ccc(-n2c(Cc3cccc4ccccc34)n[nH]c2=S)c(C)c1 | -0.7 | -6 | 3 | -0.2 | 1 | 13 | 0.7 | 6 | 5 | 8
Cc1nc(SCC(=O)Nc2sccc2C(N)=O)c2c(C)c(C)sc2n1 | -0.2 | / | / | / | -4 | / | -2.3 | 19 | -14 | /
CCOc1ccc(NC(=O)C2CCCN(S(C)(=O)=O)C2)cc1 (stereo unspecified) | i | -4 | -1 | -0.6 | 13 | 6 | 2.0 | 1 | -18 | 1
COC(=O)c1ccc(N2C(=O)CC(SCC(=O)Nc3ccc(OC)cc3)C2=O)cc1 (stereo unspecified) | i | 2 | 2 | 0.5 | 0 | -13 | 2.0 | 8 | 13 | 3
COc1ccc(CCNC(=O)[C@H](C)N2C(=O)N3CCc4c([nH]c5ccccc45)[C@@]3(C)C2=O)cc1OC | -0.9 | 12 | -9 | 0.1 | 2 | -4 | 1.3 | 16 | 8 | 0
CCCCOC(=O)C1=C(C)Nc2ncnn2C1c1cccc(OC)c1OC (stereo unspecified) | / | -2 | 1 | -0.2 | -11 | -10 | / | 19 | 4 | -6
O=c1c2cnn(-c3ccccc3)c2ncn1Cc1ccco1 | i | -9 | -1 | 1.8 | -2 | 20 | / | -2 | 2 | 0
CCCOc1ccc(N2CC(C(=O)NC3=NCCS3)CC2=O)cc1 (stereo unspecified) | -0.4 | -2 | -8 | -0.9 | -3 | 27 | 1.4 | 5 | 4 | 2
CCC(=O)Nc1ccc(S(=O)(=O)Nc2ncccn2)cc1 | -0.3 | -3 | 2 | -1.2 | -17 | 8 | / | 1 | -3 | -5
CCn1nc(C)cc1C(=O)Sc1ccc(Cl)cc1Cl | i | 1 | -2 | -3.3 | / | 12 | 0.2 | 7 | -6 | 3
COc1ccc(C(=O)Nc2ccccc2)cc1NC(=O)c1ccc([N+](=O)[O-])cc1 | 11 | 1 | -7 | 4.2 | 7 | 17 | -0.6 | -2 | 22 | 2
CCCCCCCn1c2c(c(=N)c3ccccc31)CCC2 | i | -4 | -11 | 0.2 | 5 | 4 | 1.6 | 36 | 23 | 2
C/C(CC(=O)NC1CCCC1)=N\NC(=O)C1CCCCC1 | / | / | / | -0.2 | 3 | 15 | 0.5 | 2 | 2 | 2
O=C(NCc1cccnc1)c1cc(C2CCCN(C(=O)c3cccc(O)c3)C2)on1 (stereo unspecified) | i | / | / | / | -3 | / | 1.7 | -9 | / | /
CC(=O)n1nc(-c2cccnc2)nc1N | -0.2 | -18 | 1 | -0.2 | -5 | 18 | / | 6 | 3 | 5
CCN(CC)S(=O)(=O)N1CCC(C(=O)NC2CCCc3ccccc32)CC1 (stereo unspecified) | -0.2 | -6 | -7 | 0.3 | 0 | 18 | / | 0 | -7 | -3
O=C1N[C@H](Cc2ccccc2)CO1 | i | 2 | -5 | -0.5 | 0 | / | 0.9 | -1 | 0 | /
CCn1c(=O)c([N+](=O)[O-])c(NCc2ccc3c(c2)OCO3)c2ccccc21 | -0.8 | -4 | 11 | 0.4 | 1 | 4 | 0.3 | -1 | 5 | -1
Cc1cc(=O)n2[nH]c(C(F)(F)F)c(-c3ccccc3)c2n1 | i | -35 | -9 | 0.2 | -9 | 7 | 0.8 | -1 | 6 | 7
COc1ccc(-n2c(=O)cc(N3CCN(c4ccccc4F)CC3)[nH]c2=O)cc1 | i | -21 | 5 | 0.1 | -3 | 0 | / | 1 | -6 | -2
CCC(CC)C(=O)Nc1cccc(/C(C)=N/NC(=O)c2ccccc2Cl)c1 | i | / | -2 | -1.1 | -5 | -13 | / | -1 | 4 | -2
CCn1c(SCC(=O)N2CCCCC2C)nc2ccsc2c1=O (stereo unspecified) | 0.5 | -16 | -2 | -0.2 | -3 | 21 | / | 7 | 11 | 1
Cc1cc(C)c2cc(C(=O)N(C)C3CCN(C)CC3)[nH]c2c1 | -0.5 | 3 | 2 | -1.7 | / | 17 | 0.6 | -4 | 5 | 0
O=C(Nc1ccc(NC(=O)c2ccco2)nc1)c1ccccn1 | 0.5 | -17 | 8 | -1.8 | / | 8 | / | -7 | 1 | -4
CCOc1ccc(CNc2nc3ccccc3n2CCN2CCOCC2)cc1 | i | -6 | 5 | -1.1 | -1 | 4 | / | -4 | 9 | -3
CNC(=O)C(=O)NCCN1CCN(C(=O)c2ccc([N+](=O)[O-])cc2)CC1 | -0.3 | -15 | 4 | -0.2 | -2 | -17 | 1.5 | -2 | 3 | -3
COc1ccc(Nc2nc(N)nc(CSc3n[nH]c(-c4ccccc4)n3)n2)cc1 | -0.3 | -6 | -8 | -1.0 | -2 | 20 | / | -16 | -9 | -1
CNC(=S)N/N=C/c1cn(CCOc2ccc(OC)cc2)c2ccccc12 | i | / | 6 | -0.1 | -3 | -5 | / | 4 | 6 | 3
CC(Oc1cccnc1[N+](=O)[O-])C(=O)N1CCc2ccccc21 (stereo unspecified) | i | -5 | -1 | -0.6 | 4 | / | 0.2 | -5 | -6 | /
CCn1c(SCC(=O)N2CCN(c3ccc(F)cc3)CC2)nnc1-c1ccncc1 | i | -13 | / | -2.0 | 1 | 14 | / | 6 | -4 | -4
O=C(COc1cc(Cl)ccc1Cl)Nc1nnc(CC(=O)N2CCOCC2)s1 | / | -10 | 1 | 5.9 | -1 | -4 | / | 2 | -1 | 2
COc1ccc(CCNc2ncccc2C#N)cc1OC | -0.4 | 0 | -9 | 0.0 | -3 | 29 | 0.8 | -3 | 1 | -3
COC(=O)CSc1nc2c(c(=O)n(C)c(=O)n2C)n1CCCc1ccccc1 | i | 3 | -2 | 0.0 | -7 | 24 | / | -1 | -10 | -1
O=C(CN1C(=O)c2ccccc2S1(=O)=O)N1CCN(c2ccccc2F)CC1 | i | -8&3&-12 | -1 | -1.4 | 0 | 16 | / | 8 | 1 | -6
COC(=O)C1CCN(C(=O)NC2CCCCC2)CC1 | 1.4 | -8 | 9 | -1.5 | -6 | 6 | -1.1 | 9 | 4 | -8
CCCSc1nnc(N2C(=O)C(O)=C(C(=O)c3ccco3)C2c2ccccc2F)s1 (stereo unspecified) | -0.2 | -4 | -2 | -0.4 | 0 | 1 | -0.3 | 2 | 22 | 11
Cc1ccc(NC(=O)[C@H](NC(=O)[C@@H]2Cc3ccccc3CN2)c2ccccc2)c(C)c1 | -2.0 | 4 | -4 | 0.1 | -2 | 6 | 1.2 | 0 | 5 | 1
O=C(Nc1ccc2c(c1)OCCO2)c1c(F)cccc1F | -2.6 | 1 | 2 | -1.0 | -5 | -23 | -0.2 | -4 | 13 | -1
COc1ccc(S(=O)(=O)Nc2cc(OC)c(NC(=O)c3ccco3)cc2OC)cc1 | 1.7 | 15 | 0 | 0.5 | -2 | 7 | / | -3 | 1 | -1
CCCn1c(C)c(C(=O)c2cccc3ccccc23)c2ccccc21 | i | -10 | -2 | 1.2 | -4 | / | 0.6 | 19 | -1 | /
COc1ccc(OC)c(S(=O)(=O)n2ccnc2C)c1 | -0.4 | -13 | 0 | -1.5 | -3 | 6 | / | -3 | 9 | 0
CC(NC(=O)CN(C)S(=O)(=O)c1ccc(Br)s1)c1ccccc1 (stereo unspecified) | -0.3 | 2 | -6 | -0.7 | 7 | 26 | 0.7 | 7 | -3 | 0
COc1ccc(Cl)cc1S(=O)(=O)N1CCN(C)CC1 | -0.1 | -7 | -3 | -1.5 | -3 | 17 | -0.1 | 1 | 8 | /
N#CCCSCc1ccc(C(=O)O)o1 | 5.0 | -7 | 7 | 0.3 | 0 | -2 | / | 6 | 9 | -3
CCOC(=O)c1c(C)[nH]c(C)c1C(=O)COC(=O)c1cccc(C)c1O | 1.4 | 10 | -5 | 0.5 | -5 | -13 | / | 4 | -5 | 1
Cc1csc(SCC(=O)N2CCCC2)n1 | i | -22 | -4 | 0.2 | 1 | 0 | / | -1 | 2 | 0
CCC(C(=O)NCCCc1ccccc1)c1ccccc1 (stereo unspecified) | i | -10 | -4 | -0.3 | -3 | 2 | / | -2 | 5 | 2
CCc1ccc(C(=O)NNC(=O)c2ccc(=O)n(C)n2)cc1 | i | 7 | 3 | -0.2 | 0 | 14 | 1.4 | 5 | 1 | 2
Cc1csc(C(=O)NCC(=O)NNC(=O)c2cccc(Cl)c2)c1 | -1.3 | -5 | -2 | 0.2 | -2 | 24 | 0.4 | 3 | -5 | 8
COc1cc(/C=C/C(=O)O)cc(S(=O)(=O)Nc2cccc(S(=O)(=O)N3CCOCC3)c2)c1OC | 4.8 | -10 | 7 | -0.6 | -1 | 3 | 2.1 | 2 | 6 | 2
COc1cc(/C=C/C(=O)NCC2CCCCC2)cc(OC)c1OC | -2.8 | -6 | 4 | -0.1 | -2 | -12 | 0.7 | 12 | -1 | 0
O=C(NCCc1csc(-c2cccnc2)n1)c1ccccc1Br | -0.3 | 4 | -10 | -1.7 | -4 | 21 | 1.5 | -10 | 5 | 3
